SIAE primary: human SIAE inhibitors, primary screen, biochemical, fluorescence polarization, FP-Rh probe, 1536-well HTS; Sialate O-acetylesterase (Homo sapiens), Q9HAT2; SIAE FP-Rh probe binding; inhibition, % at 9.66 µM; hit rate 0.69% among 370,000; AID 1053197, 2014;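 active means inhibition above a cutoff: mean of compounds within the control limits plus 3 SD of those, cut at about 17% in these data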;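 further: 0% = plate median of compound wells and 100% = probe without SIAE protein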
PRMT1 inh: PRMT1 methyltransferase inhibitors, primary screen, biochemical, fluorescence polarization | Protein arginine N-methyltransferase 1 (Homo sapiens), Q99873 | recombinant PRMT1, activity-based probe fluorescence polarization | inhibition, % at 2.79 µM | hit rate 1.3% among 370,000 | AID 652257, 2013;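 active means inhibition above about 21% made by adding two undisclosed values, limit read from the data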
Target sequence (Q99873 whole entry, looked up): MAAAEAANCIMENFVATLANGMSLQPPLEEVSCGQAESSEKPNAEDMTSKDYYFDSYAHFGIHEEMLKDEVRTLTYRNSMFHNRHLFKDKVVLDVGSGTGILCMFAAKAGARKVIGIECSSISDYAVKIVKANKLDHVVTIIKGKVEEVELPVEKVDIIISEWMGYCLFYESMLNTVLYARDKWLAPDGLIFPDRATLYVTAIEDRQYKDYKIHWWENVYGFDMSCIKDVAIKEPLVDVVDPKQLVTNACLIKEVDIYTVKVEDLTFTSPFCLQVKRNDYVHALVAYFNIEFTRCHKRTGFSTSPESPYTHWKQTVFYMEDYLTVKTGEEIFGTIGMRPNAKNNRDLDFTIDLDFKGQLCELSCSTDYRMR
MBD2 DNA inh: inhibitors of MBD2 binding to methylated DNA, primary screen, biochemical, TR-FRET, DNA-binding domain, human; hit rate 0.31% among 370,000; Methyl-CpG-binding domain protein 2 (Homo sapiens), Q9UBB5; MBD2 binding to methylated oligonucleotide; inhibition, % at 4.4 µM; in the data active means inhibition above about 13%
HTRA1 inhibitor: HTRA1 serine protease inhibitors, primary screen, biochemical, fluorescence polarization, HTS | Q92743 | recombinant HTRA1, FP-rhodamine activity-based probe | inhibition, % at 5.96 µM | hit rate 0.5% among 340,000 | AID 504803, 2011; in the data active means inhibition above about 36%;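 further: 0% = enzyme with DMSO and 100% = wells lacking enzyme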
TDP2 absorb: human TDP2 enzyme inhibitors, primary screen, biochemical, epi absorbance, recombinant enzyme; Tyrosyl-DNA phosphodiesterase 2 (Homo sapiens), O95551; T5PNP hydrolysis, p-nitrophenol absorbance 415 nm; inhibition, % at 12.8 µM; hit rate 0.34% among 370,000; AID 720702, 2013;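 active means inhibition above the mean of all tested compounds plus 3 SD, set per campaign, cut at about 25% in these data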;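 further: 0% = DMSO with enzyme and 100% = buffer with substrate but no TDP2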
Target sequence (O95551 whole entry, looked up): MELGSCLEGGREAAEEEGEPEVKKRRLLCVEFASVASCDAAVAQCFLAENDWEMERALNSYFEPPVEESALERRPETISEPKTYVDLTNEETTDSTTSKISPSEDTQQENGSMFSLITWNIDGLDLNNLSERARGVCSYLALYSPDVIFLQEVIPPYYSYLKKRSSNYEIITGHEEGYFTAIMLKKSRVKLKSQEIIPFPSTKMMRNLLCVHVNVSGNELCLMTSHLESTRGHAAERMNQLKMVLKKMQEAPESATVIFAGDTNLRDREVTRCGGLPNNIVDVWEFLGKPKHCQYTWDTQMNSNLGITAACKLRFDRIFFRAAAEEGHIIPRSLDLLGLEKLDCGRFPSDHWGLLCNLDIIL
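test system = human TDP2 enzyme | input = TDP2 enzyme at 120 nM final | medium = 50 mM Tris-HCl pH 7.5 with Mg2+, KCl, DTT, BSA | also added = T5PNP substrate, 5 mM | times = 2 h at 37 °C | technique = epi absorbance | benchmarks = high control without enzyme, low control DMSO plus TDP2 | replication = each compound tested once, singlicate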
rCAG RNA binder: binders of r(CAG) RNA repeats, primary screen, biochemical, fluorescence; r(CAG) RNA repeat, TO-PRO-1 dye displacement fluorescence; inhibition, % at 3 µM; hit rate 1.3% among 370,000;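 active means inhibition above the plate cutoff, the mean of all test compounds on that plate plus 3 SD, cut at about 35% in these data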;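 further: 0% = DMSO alone and 100% = 100 µM mitoxantrone as full dye displacement; higher means more dye released from RNA so lower well fluorescence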
TCR CD3 inh: inhibitors of human TCR-CD3 interaction, primary screen, biochemical, fluorescence, TAMRA-labeled TCR probe. inhibition, % at 9.4 µM. hit rate 0.37% among 360,000; in the data active means inhibition above about 19%;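 further: recombinant mutant TCR 2C K166C tagged with TAMRA read by polarization; 0% = receptor in buffer alone and 100% = receptor with positive control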
LEDGF integ inh: blockers of LEDGF/p75-dependent integrase strand transfer – biochemical, TR-FRET, high throughput, primary screen | hit rate 0.64% among 370,000 | HIV-1 integrase (with human LEDGF/p75) | AID 743269, 2014 | inhibition, % at 3.7 µM | TR-FRET IN-LEDGF/p75 DNA integration, Eu/Cy5;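 active means inhibition above the screen-wide mean plus 3 SD, cut at about 13% in these data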;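 further: signal is the Cy5 over europium emission ratio at 671 and 618 nm; 0% = plate median of compound wells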
NPR2 activator: human GC-B receptor activators, primary screen, HEK293 GC-B cells, cGMP TR-FRET, EC30 CNP. 0% at EC30 CNP, 100% saturating CNP. activation, % at 10 µM. AID 1920062, 2024. Atrial natriuretic peptide receptor 2 (Homo sapiens), P20594. hit rate 0.11% among 370,000;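 active means activation at 10 µM reaching about 35% in either raw or pattern-adjusted values, limit read from the data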
mABHD4 FP: ABHD4 inhibitors, primary screen, biochemical, fluorescence polarization, mouse; purified mABHD4, FP-Rh probe fluorescence polarization; inhibition, % at 8.92 µM; hit rate 0.54% among 370,000;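 active means inhibition exceeding the mean over every tested compound plus 3 SD, cut at about 30% in these data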;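 further: 0% = plate median of compound wells and 100% = S159A mutant with DMSO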
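Assay system: wild-type mouse ABHD4 protein; compound: single nominal dose of 8.92 µM, 0.89% DMSO final; schedule: 45 min + 60 min at 25 °C; measured by: FP readout, ex 525 nm / em 598 nm; evaluation: % inhibition of FP-Rh probe binding versus controls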
* = called active by the depositor; x = no result given. The list is partial. The share of hits here may be higher or lower than overall.

SMILES	SIAE primary	PRMT1 inh	MBD2 DNA inh	HTRA1 inhibitor	TDP2 absorb	rCAG RNA binder	TCR CD3 inh	LEDGF integ inh	NPR2 activator	mABHD4 FP
COc1ccc(C)cc1NC(=O)c1ccoc1C	3	1	-7	-3	3	3	5	-1	-8	4
C=CCN1C(=O)[C@@H](CC(=O)N2CCOCC2)[C@]2(C(=O)OC)CCCCC=C12	-3	-2	3	x	-2	1	x	0	5	-2
COc1ccccc1N=C1SCC(=O)N1c1ccccc1OC	10	2	-2	0	7	1	9	-3	2	0
COc1ccccc1N1CCN(CC(=O)Nc2ccc(S(=O)(=O)N3CCCCCC3)cc2)CC1	4	-3	-4	-6	5	2	-3	1	7	-4
O=C(NC1(Cc2ccccc2)CCN(Cc2ccc(-c3ccccc3)cc2)C1=O)c1ccccc1 (stereo unspecified)	-7	4	-1	-20	-11	7	-2	0	12	-12
CCn1c(Oc2ccccc2F)nc2c1c(=O)n(C)c(=O)n2C	9	-4	2	3	2	-8	7	2	-7	1
O=C(CSCc1nc2scc(-c3cccs3)c2c(=O)[nH]1)Nc1ccccn1	0	2	-1	-1	0	7	4	1	-1	3
Cc1ccc(CN2CCN(/N=C\C(Br)=C\c3ccccc3)CC2)cc1	2	5	-7	-11	-21	-6	-2	0	-4	-9
Cc1c(NC(=O)NCCN2C(=O)C3C4C=CC(C4)C3C2=O)c(=O)n(-c2ccccc2)n1C (stereo unspecified)	-2	-5	2	-1	8	0	2	4	-2	1
CN(C)/C(=N\S(=O)(=O)c1ccccc1)c1ccccc1	-1	2	-3	2	8	0	5	1	5	4
CC(C)(C)S(=O)N1Cc2cc(C(=O)NCc3ccc4c(c3)OCO4)nc(-c3cccc(-c4cc5ccccc5o4)c3)c2[C@@H]1CCO (stereo partly specified)	-3	0	-1	x	-6	16	1	-8	-2	11
Cc1ccc(S(=O)(=O)NCCC(=O)NC2CCC(C)CC2)cc1 (stereo unspecified)	-4	5	7	-7	1	2	-3	-2	-1	-2
Cc1ccc(-n2nnnc2SCC(=O)Nc2sc(C)c(C)c2C#N)cc1C	1	2	1	-4	7	4	11	-1	7	-4
Cc1ccc([N+](=O)[O-])c(OCC(O)CNC(C)(C)C)c1 (stereo unspecified)	-6	-3	0	x	-3	-2	-3	5	-4	1
Cc1cc(C(=O)NNC(=O)c2nn(C)c(=O)c3ccccc23)c(C)o1	0	3	3	10	7	-3	-3	-2	-8	8
Cc1ccc(CNS(=O)(=O)NCc2ccc(Cl)cc2)cc1	-2	-2	1	-1	2	1	5	9	-9	2
COc1ccc(CNC(=O)C2CCN(S(=O)(=O)c3ccc4c(c3)CC(C)N4C(C)=O)CC2)cc1 (stereo unspecified)	2	-2	3	-3	9	1	-3	-2	1	0
COc1ccc(S(=O)(=O)N=C2C=C(C)C(=O)C(C)=C2)cc1	14	-2	-7	-8	9	16	2	4	1	5
CC1(C)CC(NC(=O)C(C)(C)Oc2ccc(Cl)cc2)CC(C)(C)N1	-2	-1	2	10	15	-1	3	1	-1	1
O=C(c1ccco1)N1CCN(C(c2cccs2)c2nnnn2C2CCCCC2)CC1 (stereo unspecified)	6	-2	4	-10	6	-4	3	2	3	6

An excerpt from above in order of length of the SMILES, low to high.
SMILES	SIAE primary	PRMT1 inh	MBD2 DNA inh	HTRA1 inhibitor	TDP2 absorb	rCAG RNA binder	TCR CD3 inh	LEDGF integ inh	NPR2 activator	mABHD4 FP
Cc1ccc(CNS(=O)(=O)NCc2ccc(Cl)cc2)cc1	-2	-2	1	-1	2	1	5	9	-9	2
CN(C)/C(=N\S(=O)(=O)c1ccccc1)c1ccccc1	-1	2	-3	2	8	0	5	1	5	4
CCn1c(Oc2ccccc2F)nc2c1c(=O)n(C)c(=O)n2C	9	-4	2	3	2	-8	7	2	-7	1
Cc1ccc(S(=O)(=O)NCCC(=O)NC2CCC(C)CC2)cc1 (stereo unspecified)	-4	5	7	-7	1	2	-3	-2	-1	-2
Cc1ccc([N+](=O)[O-])c(OCC(O)CNC(C)(C)C)c1 (stereo unspecified)	-6	-3	0	x	-3	-2	-3	5	-4	1
Cc1ccc(CN2CCN(/N=C\C(Br)=C\c3ccccc3)CC2)cc1	2	5	-7	-11	-21	-6	-2	0	-4	-9
Cc1ccc(-n2nnnc2SCC(=O)Nc2sc(C)c(C)c2C#N)cc1C	1	2	1	-4	7	4	11	-1	7	-4
Cc1cc(C(=O)NNC(=O)c2nn(C)c(=O)c3ccccc23)c(C)o1	0	3	3	10	7	-3	-3	-2	-8	8
O=C(c1ccco1)N1CCN(C(c2cccs2)c2nnnn2C2CCCCC2)CC1 (stereo unspecified)	6	-2	4	-10	6	-4	3	2	3	6
Cc1c(NC(=O)NCCN2C(=O)C3C4C=CC(C4)C3C2=O)c(=O)n(-c2ccccc2)n1C (stereo unspecified)	-2	-5	2	-1	8	0	2	4	-2	1
COc1ccc(CNC(=O)C2CCN(S(=O)(=O)c3ccc4c(c3)CC(C)N4C(C)=O)CC2)cc1 (stereo unspecified)	2	-2	3	-3	9	1	-3	-2	1	0
CC(C)(C)S(=O)N1Cc2cc(C(=O)NCc3ccc4c(c3)OCO4)nc(-c3cccc(-c4cc5ccccc5o4)c3)c2[C@@H]1CCO (stereo partly specified)	-3	0	-1	x	-6	16	1	-8	-2	11

Next part.
SMILES	SIAE primary	PRMT1 inh	MBD2 DNA inh	HTRA1 inhibitor	TDP2 absorb	rCAG RNA binder	TCR CD3 inh	LEDGF integ inh	NPR2 activator	mABHD4 FP
Cc1nn(S(=O)(=O)c2ccc(C(C)(C)C)cc2)c(C)c1S(=O)(=O)N1CCOCC1	-1	-1	2	2	5	3	0	1	6	-1
COc1ccc2cc(CCNC(=O)c3cc4ccccc4o3)c(=O)[nH]c2c1	1	2	4	-17	-9	-6	0	-4	-4	-9
COc1ccccc1OCc1nc(-c2cccc([N+](=O)[O-])c2)no1	8	1	-2	1	1	-4	3	0	5	-3
Cc1cc(C)n2ncc(C(=O)NCc3cccnc3)c2n1	-3	0	2	7	-3	-4	-6	-1	0	5
Cc1oc(=O)cc(OCc2ccccc2)c1C	-4	6	5	1	-5	0	-4	-6	1	-6
Cc1cccc(NS(=O)(=O)c2ccc(C)c(C(=O)NCC(c3ccccc3)N(C)C)c2)c1 (stereo unspecified)	4	-3	-1	-4	-2	-4	-4	3	3	0
O=C(Oc1ccccc1)c1cc2ccccc2o1	1	-2	-2	1	1	1	7	2	-16	0
COc1cccc(CN(C)C(=O)c2cc(S(=O)(=O)N3CCN(c4ccccc4)CC3)ccc2Cl)c1	6	0	-1	-12	-15	5	-6	-3	-3	-6
Cc1ccc(-n2[nH]c(C)c(C=Nc3ccc(C)cn3)c2=O)cc1	8	-1	-3	0	-11	1	6	0	1	3
NC(=O)COc1ccc(/C=N\NC(=O)c2ccc(-c3ccccc3)cc2)cc1	0	1	3	-6	15	0	11	5	-10	2
CSc1nc2ccc(NC(=O)C3CC(=O)N(Cc4ccco4)C3)cc2s1 (stereo unspecified)	-1	-2	0	-3	2	-1	-6	-2	-6	-2
CC1CN(C(=O)c2nn(C)cc2[N+](=O)[O-])CC(C)O1 (stereo unspecified)	4	0	1	2	2	-4	-8	42*	4	7
CC(C)NC(=O)N(C)C[C@H]1Oc2c(NS(=O)(=O)c3cn(C)cn3)cccc2C(=O)N([C@H](C)CO)C[C@@H]1C	2	1	-1	3	3	-1	8	-4	-1	4
CC1CCN(C(=O)Cn2c(SCC(=O)Nc3nccs3)nc3ccccc32)CC1	-2	0	0	1	30*	1	0	2	5	0
COc1ccc(OC)c(NC(=O)c2nc(-c3ccccc3)oc2C)c1	0	-4	0	-1	-3	-1	5	2	-4	-4
CCOc1ccc(/C(C)=N/NC(=O)C(OC)c2ccccc2)cc1 (stereo unspecified)	-1	5	2	5	-4	-4	-5	-3	3	7
Cc1ccc(C(=O)Nc2nc(=O)n(C)s2)cc1	12	-3	-3	4	6	0	4	2	-7	0
Cc1cc(C(=S)N2CCOCC2)c(C)n1-c1ccc(F)cc1	1	2	0	-1	3	0	-3	-3	7	-4
CCc1cc[n+](-c2nc([O-])sc2C=O)cc1	3	20	-6	8	9	-14	5	-4	3	5
CCc1nnc(NS(=O)(=O)c2ccc(NC(=O)c3ccc(Cl)cc3)cc2)s1	-1	3	1	-7	-21	43*	0	-8	1	-11
CCCc1cc(=O)[nH]c(SCC(=O)N(C)CC(=O)Nc2ccc(C)cc2)n1	-6	9	9	-12	-4	2	-7	6	4	-9
CC1CCCCN1C(=O)CCC(=O)Nc1nnc(C2CCCCC2)s1 (stereo unspecified)	-3	1	2	-8	1	-9	-4	-5	-2	1
N#Cc1c(N)oc(-c2ccco2)c1-c1ccco1	2	21	-4	7	8	14	2	10	-3	14
COC(=O)c1cc2c(-c3ccccc3)c(C)c3ccccn3c-2c1C(=O)OC	-1	10	-5	21	-2	7	-2	3	-11	10
Cn1c(CNC(=O)c2ccc3c(c2)OCO3)nnc1SCC(=O)Nc1ccc(F)cc1F	1	-2	4	2	16	0	1	2	1	-4
Cc1ccc(NC(=O)CN2C(=O)/C(=C3\SC(=S)N(C4CCS(=O)(=O)C4)C3=O)c3ccccc32)cc1 (stereo unspecified)	2	0	0	-5	-2	5	0	1	2	-5
COc1ccccc1NS(=O)(=O)c1ccc2oc(SCc3ccc(F)cc3)nc2c1	-10	2	2	-27	6	4	-1	2	-1	5
CC(=O)N(C)c1ccc(NC(=O)Nc2ccc(Cl)cc2)cc1	-2	13	2	x	0	0	-4	2	8	-7
CCOc1ccc(NC(=S)Nc2cc(-c3ccccc3)[nH]n2)cc1	-12	11	-1	-42	7	8	-6	2	3	-34
Cc1c(C(=O)N/N=C/c2ccc(N(C)C)cc2)[nH]c2ccc(Cl)cc12	5	-1	-4	21	-1	12	-7	-3	-6	9

High-throughput results from PubChem BioAssay.
